# Screens deposited in PubChem by several laboratories.
# NTR1 agonist: NTR1-driven beta-arrestin-GFP spot formation – imaging, U2OS cells, high content, primary screen (AID 493036); P30989; agonist mode; activation, % at 20 µM; actives 0.17% (n = 330,000);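 active = activation at or above 40% of the spot to cytoplasm intensity ratio, with at least 20 cells analyzed; inconclusive = wells under 20 cells, flagged as cytotoxic or low count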;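 note: 0% = DMSO without peptide and 100% = 100 nM NTR1 peptide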
# Target sequence (P30989 whole entry, looked up): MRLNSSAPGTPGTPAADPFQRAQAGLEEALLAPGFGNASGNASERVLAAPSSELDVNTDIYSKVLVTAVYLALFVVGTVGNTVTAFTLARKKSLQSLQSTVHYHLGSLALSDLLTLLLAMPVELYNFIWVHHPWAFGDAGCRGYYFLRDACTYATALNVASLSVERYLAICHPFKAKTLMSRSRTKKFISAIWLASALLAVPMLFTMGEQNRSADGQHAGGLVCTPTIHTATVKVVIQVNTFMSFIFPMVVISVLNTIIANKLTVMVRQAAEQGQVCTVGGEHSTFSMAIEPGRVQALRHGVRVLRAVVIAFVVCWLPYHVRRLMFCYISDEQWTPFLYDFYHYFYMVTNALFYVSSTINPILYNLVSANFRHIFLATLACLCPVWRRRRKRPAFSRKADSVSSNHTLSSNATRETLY
# LYP inhibition: inhibitors of LYP phosphatase, biochemical, fluorescence intensity, uHTS (AID 1779) | recombinant LYP phosphatase, fluorescence intensity; higher % means a stronger effect | inhibition, % at 11.5 µM; hits with a dose series show IC50 in µM | actives 0.054% (n = 290,000); in the data active = inhibition above about 50%;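 note: plate controls were vehicle with enzyme for no effect and no enzyme for full effect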
# UTI89 phage lysis: protection from phage-mediated lysis, alamar blue read-out – E. coli UTI89, K1F phage, bacterial capsule biogenesis inhibitors (AID 488966); actives 0.02% (n = 340,000); E. coli UTI89 K1F phage lysis, alamar blue, 2 h; higher % means a stronger effect; inhibition, % at 100 µM, or IC50 in µM where a hit was titrated;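 active = phage lysis inhibition, versus mean bacterial control, above a set limit; inconclusive = no clear call, values can overlap the other calls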;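 note: capsule biogenesis inhibitors block K1F phage lysis so surviving cells raise fluorescence; higher fluorescence means more inhibition of phage lysis; actives were called in the ten point dose series up to 300 µM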
# GPR35 antagonists: inhibition of zaprinast-stimulated GPR35 beta-arrestin translocation – imaging, U2OS, beta-arrestin-GFP, zaprinast agonist, primary screen (AID 2058) | inhibition, % at 10 µM; hits with a dose series show IC50 in µM | actives 0.052% (n = 290,000) | U2OS GPR35 beta-arrestin-GFP translocation imaging, zaprinast antagonism; higher % means a stronger effect;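 active = inhibition of at least 50% with at least 30 cells and total cytoplasm GFP at most 10,000,000; inconclusive = under 30 cells or total GFP of 10,000,000 plus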
# WT yeast gro inh: growth inhibition of WT yeast, mitochondrial fusion screen | actives 2.1% (n = 190,000) | mitochondrial fusion phenotypic screen, WT strain | inhibition, % at 10 µM; in the data active = inhibition above about 58%; tested in S. cerevisiae
# NS5 inhibitors: flavivirus cap methylation enzyme inhibition – biochemical, confirmation dose response, primary screen (AID 588689) | Dengue-2 NS5 methyltransferase capping enzyme assay, biochemical; higher % means a stronger effect | one-dose inhibition, % at 25 µM; IC50 in µM for titrated hits | actives 0.3% (n = 340,000); in the data active = a potency from the dose series; inconclusive = inhibition above about 29% without an active follow-up result
# RSV CPE inhibition: inhibition of RSV-induced cytopathic effect – HEp-2 cells, primary 10 µM value included (AID 2391). CPE inhibition, % at 10 µM; hits with a dose series show IC50 in µM. HEp-2 cells, RSV-induced CPE inhibition; higher % means a stronger effect. actives 0.13% (n = 310,000); in the data active = a potency from the dose series; inconclusive = CPE inhibition mostly from about 23% at the one dose, without a potency; inactive = the rest, 99 in 100 with CPE inhibition below about 21%; note: strong numbers were not always called active
# AID2073: disruptors of CaV2.2 binding to Mint1 – biochemical, HTRF (AID 2073) | HTRF protein-protein interaction, Mint1-CaV2.2; higher % means a stronger effect | one-dose inhibition, % at 20 µM; IC50 in µM for titrated hits | actives 0.19% (n = 290,000); in the data active = inhibition mostly above about 51%, no sharp cut-off; inconclusive = no clear call, values can overlap the other calls; inactive = mostly below about 53%; note: some results filed as inactive read as strong as hits
# Autophagy mod: alters autophagy in cells. MEF GFP-LC3 puncta imaging; test concentration mostly 10 µM. calls only at 10 µM (by protocol). actives 0.98% (n = 190,000). AID 463193;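 active = percentage of spot-positive cells more than 3 SD above its plate mean, without a fluorescence outlier flag or 80% toxicity; inconclusive = no clear call, values can overlap the other calls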;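 note: spot-positive cell cutoff set from DMSO-treated cells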
# WT yeast gro inh mutant strain: second read-out of WT yeast gro inh, no call of its own (marks repeat the call); inhibition, %; mitochondrial fusion phenotypic screen, mutant strain inhibition
# Autophagy mod cell loss 18 h: further read-out of Autophagy mod, marked with its call; toxicity, %; measured here: cell loss, nuclei count;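 cell loss after 18 h compound exposure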
# NTR1 agonist cell count 20 µM: second read-out of NTR1 agonist, no call of its own (marks repeat the call); cell count; measured here: cell count, cytotoxicity flag
# NS5 inhibitors pilot replicate: second read-out of NS5 inhibitors, no call of its own (marks repeat the call); inhibition, %; measured here: pilot screen replicate inhibition
# Numbers without * were called inactive; i = inactive; ? = inconclusive; . = not tested or not shown; [ ] = remark or other dose.
SMILES,NTR1 agonist,NTR1 agonist cell count 20 µM,LYP inhibition,UTI89 phage lysis,GPR35 antagonists,WT yeast gro inh,WT yeast gro inh mutant strain,NS5 inhibitors,RSV CPE inhibition,AID2073,Autophagy mod,Autophagy mod cell loss 18 h,others
CC1=CC2=NC(=O)CC(C)(C(=O)N(CC(=O)NC3CCCC3)c3ccccc3F)N2C=C1 (stereo not given),-1.7,45,-12%,0.0%,4%,.,.,-13%,1.1%,31%,.,.,
O=C(Nc1ccc2cn[nH]c2c1)c1ccc(S(=O)(=O)N2CCOCC2)cc1,-1.2,46,2%,0.2%,-14%,3,11,-4%,0.5%,-4%,i,9,
COc1ccc(CCN(/C=C2\Sc3ccccc3C2=O)C(C)=O)cc1OC,1.0,52,-8%,.,22%,.,.,.,1.4%,-52%,.,.,
CCOC(=O)c1ccc(Cl)c(NC(=O)c2ccc(-c3ccccc3)cc2)c1,2.7,33,-7%,3.2%,-1%,22,0,-2%,-1.6%,33%,i,16,
CC(C)c1ccc(NC(=O)CSc2n[nH]c(=O)n2-c2cccnc2)cc1,2.3,59,1%,0.1%,8%,.,.,5%,0.8%,11%,.,.,
CC(C)Oc1ccc(C(=O)OCC(=O)NCCNC(=O)COC(=O)c2ccc(OC(C)C)cc2)cc1,3.7,63,-5%,0.4%[50 µM],8%,.,.,-6%,1.9%,12%,.,.,
COc1ccc(C(=O)NNC(=O)CN2CCC(n3nnc4cc(C)ccc43)CC2)cc1,1.0,80,-7%,0.9%[50 µM],3%,-27,22,1%,4.1%,4%,i,2,
COCCn1c(-c2ccccc2)csc1=Nc1cccnc1,3.1,42,-1%,.,-7%,4,-13,.,1.3%,-14%,i,7,
C/C(=N\NC(=O)C(C)n1nc(C)c([N+](=O)[O-])c1C)c1ccccc1O (stereo not given),1.5,36,-5%,-0.1%,19%,-2,16,-3%,16%,5%,i,8,
O=C1C2C3C=CC(CC3)C2C(=O)N1/N=C/c1c[nH]c2ccccc12 (stereo not given),1.3,96,-2%,0.1%,-3%,-13,-1,.,0.7%,26%,i,-4,
CC(C)NC(=O)C1CCN(C2CCN(CC3CC=CCC3)CC2)CC1 (stereo not given),3.0,87,-6%,-0.1%,15%,20,6,1%,-0.8%,2%,i,9,
Cc1ccc2nc(N=C(N)N)nc(C)c2c1,-1.1,47,-4%,1.4%,-3%,11,16,.,8.3%,4%,i,0,
Cc1oc2ccc(OCc3ccccc3F)cc2c1C(=O)O,4.4,76,-6%,0.0%,-12%,2,-10,-12%,1.1%,-6%,i,-7,
COCCOC(=O)c1c(C)n(C)c2ccc(OC(=O)C3CC3)cc12,1.0,70,-6%,0.1%,4%,5,8,-2%,8.8%,13%,i,4,
Clc1ccc(CSc2snnc2-c2ccccc2)c(Cl)c1,6.4,72,-2%,0.2%,8%,4,-9,-3%,6.1%,8%,i,13,
CCOc1cc(C(=O)NC(C)c2ccncc2)cc(OCC)c1OCC (stereo not given),0.7,83,-10%,-2.2%,22%,-18,-20,-4%,.,2%,i,-1,
CC1CCC(NC(=O)c2ccc(/C=C3\Oc4ccccc4N(C)C3=O)cc2)CC1 (stereo not given),.,.,0%,.,4%,24,-3,.,.,40%,i,1,
O=C(CCc1c[nH]c2ccccc12)N/N=C/c1ccc2c(c1)OCO2,2.0,62,3%,0.3%,-6%,-30,5,1%,-0.2%,-1%,i,-1,
O=C(NNS(=O)(=O)c1ccc(Br)cc1)c1csnn1,-0.4,87,-7%,-1.4%,4%,-7,-11,7%,.,0%,i,-3,
CN(Cc1ccon1)C(=O)CC1C(=O)NCCN1Cc1cccc(F)c1F (stereo not given),0.8,84,-4%,0.2%,6%,.,.,8%,3.4%,3%,.,.,
CCNc1nc(NCC)n2c(SCC(=O)N3CC4(C)CC3CC(C)(C)C4)nnc2n1 (stereo not given),-0.9,72,-5%,1.7%[50 µM],-12%,-18,-7,-11%,2.1%,-6%,i,-7,
C/C(CCC(C)C)=N\NC(=S)Nc1cc(S(=O)(=O)N2CCOCC2)ccc1N1CCOCC1,0.0,49,1%,0.0%,4%,-14,2,0%,0.1%,21%,i,2,
COc1ccc(C(=O)Nc2cc3c4c(c2)C(C)C(=O)N4CCC3)cc1 (stereo not given),1.1,59,.,4.3%[50 µM],.,.,.,-6%,-2.1%,.,.,.,
CC1(C)C2CCC1(C)C(NC(=O)/C=C/c1ccccc1)C2 (stereo not given),-0.7,27,-4%,0.9%,5%,14,3,-9%,4.3%,-4%,i,16,
CC(=O)c1sc(NC(=O)c2ccc(C(C)(C)C)cc2)nc1C,0.8,53,2%,-0.1%,-2%,-27,-8,1%,-3.0%,12%,i,-9,

# Other compounds.
SMILES,NTR1 agonist,NTR1 agonist cell count 20 µM,LYP inhibition,UTI89 phage lysis,GPR35 antagonists,WT yeast gro inh,WT yeast gro inh mutant strain,NS5 inhibitors,RSV CPE inhibition,AID2073,Autophagy mod,Autophagy mod cell loss 18 h,others
CSc1nn(-c2ccc(C(=O)OC(C(=O)NC(N)=O)C(C)C)cc2)c(=S)s1 (stereo not given),7.5,101,-1%,4.2%,-15%,-6,12,-5%,2.0%,1%,i,10,
CCOC(=O)c1c(C)[nH]c(C(=O)COC(=O)CNC(=O)c2ccc(Br)cc2)c1C,-1.4,36,1%,-0.7%,11%,-4,-10,-7%,13%,-2%,i,1,
O=C(COC(=O)CCc1nc2ccccc2c(=O)[nH]1)Nc1ccc(OC(F)(F)F)cc1,-0.9,53,.,0.9%[50 µM],.,.,.,3%,0.8%,.,.,.,
CCc1nc(SCC(=O)Nc2ccc([N+](=O)[O-])cc2)n[nH]1,0.7,69,-3%,0.6%[50 µM],0%,.,.,-6%,6.4%,8%,.,.,
COc1ccc(CNC(=O)CN(c2ccc(C)cc2)S(=O)(=O)c2c(C)nn(C)c2C)cc1,-0.5,61,-9%,0.1%,-2%,.,.,-1%,1.8%,5%,.,.,
Cc1nn(CC(=O)Nc2ccc(Cl)cn2)c(C)c1Br,-1.0,74,-9%,-2.4%,-13%,0,-4,-7%,2.1%,-4%,i,-5,
COc1ccc(Br)cc1/C=N/Nc1ccc(Cl)c(C(=O)O)c1,4.0,55,-2%,0.0%,-7%,-5,10,8%,4.9%,3%,i,0,
O=C(CCn1c2c(c3ccccc31)CCCC2)NNC(=O)c1ccc([N+](=O)[O-])cc1,0.3,52,5%,1.2%,22%,15,-1,3%,6.8%,-1%,i,-5,
COc1ccccc1N1CCN(C(=O)C2CCC(CNS(=O)(=O)c3ccc(NC(C)=O)cc3)CC2)CC1 (stereo not given),1.3,83,-4%,0.4%[50 µM],7%,.,.,-5%,0.7%,6%,.,.,
COc1cccc(NC(=O)c2ccc(CN3CCN(c4ccccc4)CC3)cc2)c1,-2.5,86,29%,1.1%,3%,-7,-10,-1%,2.5%,4%,i,2,NS5 inhibitors pilot replicate=-1.8
CCc1cccc2c(SC(C)C(=O)NCC3CCCO3)nc(-c3ccccc3)nc12 (stereo not given),2.3,50,2%,0.9%[50 µM],7%,14,18,-8%,0.0%,8%,i,-17,
O=C(COC(=O)c1ccco1)Nc1ccc(Br)cc1,1.7,45,-7%,-1.0%,17%,5,0,-8%,1.0%,-3%,i,8,
CCN(CC(=O)N1CCC(C)CC1)S(=O)(=O)c1ccc(C)cc1,1.2,51,-4%,-0.1%,4%,.,.,-2%,0.2%,10%,.,.,
COc1ccc(NC(=O)Cc2c(F)cccc2Cl)cc1,-0.2,41,-10%,-0.3%,-16%,9,-15,2%,1.4%,-2%,i,20,
CCOC(=O)c1c(CN2CCN(Cc3ccccc3)CC2)n(C)c2cc(Br)c(OC)cc12,6.3,61,12%,6.2%,11%,95*,91*,-7%,?,-3%,i,-19,
CCN1C(=O)[C@H]2[C@@H](c3ccc(Cl)cc3)N3C(=O)CN(CCOC)C(=O)[C@@]3(C)[C@H]2C1=O,2.7,110,-9%,1.8%,-4%,.,.,-8%,0.5%,-2%,.,.,
CCOC(=O)c1cc(S(=O)(=O)NCCc2ccccc2)cn1C,-0.6,60,-6%,1.7%,10%,.,.,-1%,5.0%,1%,.,.,
CC(C)(C)c1ccc(NC(=O)CSc2nnc(-c3n[nH]c4ccccc34)o2)cc1,6.1,60,2%,1.7%,28%,35,5,-6%,?,22%,i,0,
Cc1ccc(S(=O)(=O)NN=C2C3CC4CC(C3)CC2C4)cc1,0.5,48,.,1.4%[50 µM],.,.,.,-3%,-1.8%,.,.,.,
O=C(O)c1ccc2ncc(NC(=O)c3ccc(F)cc3)c(=O)n2c1,3.8,46,-8%,0.5%,3%,.,.,-4%,-0.9%,8%,.,.,
Nc1nncn1C(=O)c1cccs1,1.7,54,-7%,-2.3%,11%,-6,-5,-2%,0.3%,0%,i,-8,
CC(C)(O)C#Cc1ccc(CN2CCN(C3CCCCC3)C(CCO)C2)cc1 (stereo not given),-2.7,87,2%,0.2%,-1%,2,4,0%,-1.1%,-5%,i,18,
COc1cc(/C=C(\C#N)c2nc3ccccc3[nH]2)c([N+](=O)[O-])cc1OCc1ccccc1,3.3,52,5%,0.3%,5%,11,15,-1%,22%,4%,i,4,
CC1(C)C(C=C(Cl)Cl)C1C(=O)OCc1cccc(Oc2ccccc2)c1 (stereo not given),0.1,55,.,2.5%,.,.,.,-1%,6.1%,.,.,.,
Cc1ccc(C)c(N(CC(=O)NN=C2CCN(C)CC2)S(=O)(=O)c2ccccc2)c1,1.0,50,10%,1.9%,4%,4,-4,-4%,2.6%,-2%,i,3,
O=C(Cc1ccc([N+](=O)[O-])cc1)c1c(O)cc(O)cc1O,0.1,30,-4%,1.0%,0%,.,.,2%,-0.3%,4%,.,.,

# Quoted at random: 3 compounds from above
SMILES,NTR1 agonist,NTR1 agonist cell count 20 µM,LYP inhibition,UTI89 phage lysis,GPR35 antagonists,WT yeast gro inh,WT yeast gro inh mutant strain,NS5 inhibitors,RSV CPE inhibition,AID2073,Autophagy mod,Autophagy mod cell loss 18 h,others
C/C(=N\NC(=O)C(C)n1nc(C)c([N+](=O)[O-])c1C)c1ccccc1O (stereo not given),1.5,36,-5%,-0.1%,19%,-2,16,-3%,16%,5%,i,8,
COc1cccc(NC(=O)c2ccc(CN3CCN(c4ccccc4)CC3)cc2)c1,-2.5,86,29%,1.1%,3%,-7,-10,-1%,2.5%,4%,i,2,NS5 inhibitors pilot replicate=-1.8
O=C(O)c1ccc2ncc(NC(=O)c3ccc(F)cc3)c(=O)n2c1,3.8,46,-8%,0.5%,3%,.,.,-4%,-0.9%,8%,.,.,
